# Source: PubChem
# RGS4-Gao reg = modulates binding of RGS4 to human Galphao; P09471; 220,000 tested, 0.33% active; AID 1415; Multiplexed bead flow cytometry; actives lie on both sides; binding response (% of control), % at 10 µM; in the data active = binding response below about 49% or above about 150%; inactive = in between;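 also: fluorescent Galphao activated with aluminum fluoride binding bead-coupled RGS4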
# Target sequence (P09471 whole entry, looked up): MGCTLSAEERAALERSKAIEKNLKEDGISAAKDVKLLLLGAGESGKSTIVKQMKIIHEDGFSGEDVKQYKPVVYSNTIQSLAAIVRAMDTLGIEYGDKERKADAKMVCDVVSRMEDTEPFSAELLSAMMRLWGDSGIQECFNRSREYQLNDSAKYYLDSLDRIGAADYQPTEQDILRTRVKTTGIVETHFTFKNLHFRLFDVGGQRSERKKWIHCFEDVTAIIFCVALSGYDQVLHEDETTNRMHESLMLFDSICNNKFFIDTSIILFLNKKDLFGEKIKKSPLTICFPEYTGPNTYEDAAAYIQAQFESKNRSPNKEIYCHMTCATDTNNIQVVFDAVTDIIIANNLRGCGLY
# Bfl-1 Bim block = disrupts Bim binding to human Bfl-1. 190,000 tested, 0.12% active. Q16548. Bead-based flow cytometry, Bim-Bfl-1 binding inhibition. AID 1008. inhibition, % at 10 µM;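 also: 0% = wells without compound plus tracer and 100% = blocker peptide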
# GSH bead fluor = GSH bead compound fluorescence profile. GSH beads flow cytometry, compound fluorescence 488/530 nm; hits give high values. fluorescence (KMESF) at 10 µM. 190,000 tested, 0.25% active. AID 1776; in the data active = fluorescence above about 89;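 also: glutathione beads carrying GST-tagged Bcl family fusion proteins plus one bare bead set; values are compound well signal with DMSO vehicle wells as background; inactives centre near 16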
# ABCB1 block = human ABCB1 inhibition, ABCG2 as counter-screen; CCRF-Adr cells, JC-1 efflux, flow cytometry; P08183; inhibition, % at 6.6 µM; 190,000 tested, 0.067% active; in the data active = inhibition above about 40%;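 also: 0% = vehicle and 100% = reference inhibitor; higher value means more JC-1 retained so stronger ABCB1 efflux block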
# RGS7-Gao = human RGS7-Galphao interaction regulation. Multiplexed bead flow cytometry, RGS7-Galphao binding; actives lie on both sides. binding response (% of control), % at 10 µM. 220,000 tested, 0.35% active; in the data active = binding response below about 49% or above about 150%; inconclusive = no clear call, values can overlap the other calls; inactive = in between;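 also: fluorescent Galphao held in activated GDP-AlF4 state binding bead-coupled RGS7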
# ABCG2 inh = inhibitors of human ABCG2 transporter, ABCB1 counter-screen; Q9UNQ0; IgMXP3 cells, JC-1 efflux, flow cytometry; inhibition, % at 6.6 µM; 190,000 tested, 0.1% active; AID 1325;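 active = inhibition above 80%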;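 also: 0% = DMSO and 100% = nicardipine control wells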
#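 Test system: IgMXP3 cells (ABCG2) mixed with DDAO far-red-labelled CCRF-Adr cells (ABCB1). Reagent: JC-1 transporter substrate. Compound dosing: single test compound dose, 6.6 µM final. Times: 10 min compound exposure, 25 °C. Detection: flow cytometry of retained JC-1 fluorescence. Read-out basis: efflux inhibition in percent versus controls. Controls: nicardipine and DMSO wells.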
# Bcl-W Bim block = human Bim-Bcl-W interaction inhibition; AID 952; inhibition, % at 10 µM; 190,000 tested, 0.02% active; Q92843; bead-based flow cytometry, Bim peptide-Bcl-W binding;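 also: 0% = bound tracer without compound and 100% = peptide blocker; higher means less fluorescent Bim peptide bound to Bcl-W beads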
# Target sequence (Q92843 whole entry, looked up): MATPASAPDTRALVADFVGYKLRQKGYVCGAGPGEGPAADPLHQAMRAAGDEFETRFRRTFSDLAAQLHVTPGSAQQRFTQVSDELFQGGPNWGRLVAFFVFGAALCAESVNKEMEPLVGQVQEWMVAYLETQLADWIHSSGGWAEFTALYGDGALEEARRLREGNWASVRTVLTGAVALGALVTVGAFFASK
# Bcl-B Bim block = human Bim-Bcl-B interaction inhibition. Q9HD36. bead-based flow cytometry, Bim peptide-Bcl-B binding. inhibition, % at 10 µM. 190,000 tested, 0.073% active. AID 951;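 also: 0% = tracer peptide without compound and 100% = reference inhibitor peptide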
# Target sequence (Q9HD36 whole entry, looked up): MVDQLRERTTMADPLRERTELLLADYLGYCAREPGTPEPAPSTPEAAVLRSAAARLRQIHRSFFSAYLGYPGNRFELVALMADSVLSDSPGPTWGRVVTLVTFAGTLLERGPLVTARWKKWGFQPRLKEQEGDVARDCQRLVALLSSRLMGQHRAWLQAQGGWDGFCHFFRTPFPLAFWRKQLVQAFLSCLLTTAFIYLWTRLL
# Bim-Bcl-2 = human Bim-Bcl-2 interaction inhibition; AID 950; Bead-based flow cytometry, Bim peptide-Bcl-2 binding; 190,000 tested, 0.06% active; inhibition, % at 10 µM; P10415; in the data active = inhibition above about 40%; inconclusive = no clear call, values can overlap the other calls;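 also: 0% = no compound wells with probe peptide and 100% = reference peptide inhibitor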
# Target sequence (P10415 whole entry, looked up): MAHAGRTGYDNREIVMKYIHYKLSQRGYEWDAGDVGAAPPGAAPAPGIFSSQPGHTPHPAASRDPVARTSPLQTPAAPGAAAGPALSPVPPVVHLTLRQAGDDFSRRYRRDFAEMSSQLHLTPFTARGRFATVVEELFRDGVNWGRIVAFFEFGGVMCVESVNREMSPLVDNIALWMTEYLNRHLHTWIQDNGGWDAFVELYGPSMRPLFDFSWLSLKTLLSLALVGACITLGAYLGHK
# Bim-Bcl-XL = human Bim-Bcl-XL interaction inhibition. Q07817. Bim peptide-Bcl-XL binding, bead flow cytometry, fluorescence. inhibition, % at 10 µM. 190,000 tested, 0.04% active
# RGS8-Gao reg = regulators of human RGS8-Galphao interaction. P09471. 220,000 tested, 0.34% active. response (percent of control binding), % at 10 µM. multiplexed bead flow cytometry, RGS8-Galphao binding; actives lie on both sides; in the data active = response below about 60% or above about 140%; inactive = in between;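 also: Galphao activated as the GDP aluminium fluoride complex binding bead-coupled RGS8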
# Numbers without * were called inactive; ? = inconclusive; · = not tested or not shown. Rule as the data show it, unless noted: active = inhibition above about 40%. Outcome played no part in choosing rows. Share with any hit: about 1.1%.
SMILES,RGS4-Gao reg,Bfl-1 Bim block,GSH bead fluor,ABCB1 block,RGS7-Gao,ABCG2 inh,Bcl-W Bim block,Bcl-B Bim block,Bim-Bcl-2,Bim-Bcl-XL,RGS8-Gao reg
O=C1COc2ccc(OCc3ccc(F)cc3)cc21,103,2,25,0.5,102,4,1,0,5,1,103
COc1ccc(N(CC(=O)Nc2c(C)cccc2C)S(=O)(=O)c2ccccc2[N+](=O)[O-])c(OC)c1,103,-2,15,0.7,99,2,-2,-6,-2,0,99
Cc1cc(=O)[nH]c(N/N=C/c2c(C)oc3ccccc23)n1,101,-3,13,0.6,103,5,1,3,0,3,102
CN(c1ccccc1)S(=O)(=O)c1cc(Cl)ccc1Cl,101,-3,7,0.4,97,2,0,0,-2,-1,100
Cc1ccc(-c2c(C)n([O-])c3c([n+]2=O)CCC3)cc1,105,-2,6,-0.2,104,-1,-1,-4,-1,-3,107
CCOC(=O)c1c(C)c(C(=O)Nc2cc(OC)ccc2OC)c(C)n1CC,105,-12,24,1.4,96,11,0,-6,-5,-2,101
Cc1ccc(C(=O)N/C(=C\c2cccs2)C(=O)NCCc2c[nH]c3ccccc23)cc1C,107,-2,13,0.1,111,-1,3,-5,-7,-2,112
O=C(COC(=O)c1ccccc1F)Nc1cc(S(=O)(=O)N2CCOCC2)ccc1N1CCCC1,100,2,16,0.5,?,3,-4,3,0,1,99
NC(=O)CSc1nnc(-c2ccc(S(=O)(=O)N3CCCCC3)cc2)n1-c1ccccc1,125,5,17,-1.2,111,-3,-2,-7,-1,-1,114
O=C(CCCCn1c(=O)c2ccccc2n(CC(=O)Nc2ccccc2)c1=O)NCc1ccco1,103,0,17,0.0,102,0,0,4,-1,0,100
CCOc1cccc(CNn2cnnc2)c1OCc1ccccc1Cl,104,-1,67,0.9,103,4,0,-1,-4,0,103
COc1ccc2nc(COC(=O)c3ccco3)c(C(C)=O)[n+]([O-])c2c1,112,-5,38,0.3,108,1,3,-5,-4,5,103
CCC1Oc2nc(SC)nnc2-c2ccccc2N1C(=O)c1ccccc1 (stereo not given),106,-21,26,0.5,104,-2,-5,-10,-17,-11,106
CC1=NN(/C(=N\c2nnc(C)s2)Nc2ccc(C)cc2)[C@H](c2ccc(C)cc2)S1,103,-3,17,1.4,105,5,-9,-6,-1,-8,104
Cc1n[nH]c(=O)nc1N1CCc2ccccc2C1,104,-14,25,0.2,99,2,0,-10,-6,-3,103
COc1ccc(Cl)cc1S(=O)(=O)NCc1cccnc1,105,-12,17,0.4,105,3,-1,-9,-7,-3,102
CCOc1cccc(C(=O)NC(=S)Nc2ccc3c(c2)OCCO3)c1,89,-5,15,-0.5,89,0,-6,-6,-6,-4,91
CN1CCN(C(=O)CC23CC4CC(CC(C4)C2)C3)CC1,102,-18,29,-0.3,100,0,-1,-11,-6,-5,101
CCOC(=O)c1ccc(NC(=O)C2CCN(C(=O)c3ccc(OC)c(OC)c3)CC2)cc1,100,2,15,1.4,100,16,-3,1,14,-3,100
N#Cc1ccc(/C=N/NC(=O)c2cc(-c3cccs3)nc3ccccc23)cc1,99,-13,16,-0.5,104,-3,-3,-13,-3,-5,100
COc1cc(OC)cc(C(=O)NC(=S)Nc2ccc(Cl)c(C(=O)O)c2)c1,104,1,16,0.8,106,6,0,-2,-3,-3,104
Cc1cc(NC(=O)CSc2nc(-c3cccnc3)ccc2C#N)no1,101,2,14,1.5,100,9,-1,-2,-2,-2,103
CCOP(=O)(OCC)/C(=N/OC(=O)c1ccccc1C)C(N)=O,101,0,12,·,103,-1,-1,-1,0,-3,100
O=C(O)c1c[nH]c(=S)n1-c1ccc(F)cc1,99,1,15,0.1,105,0,3,-7,0,3,98

# 2 of the compounds above, as labelled records.
N#Cc1ccc(/C=N/NC(=O)c2cc(-c3cccs3)nc3ccccc23)cc1
- RGS4-Gao reg: 99
- Bfl-1 Bim block: -13
- GSH bead fluor: 16
- ABCB1 block: -0.5
- RGS7-Gao: 104
- ABCG2 inh: -3
- Bcl-W Bim block: -3
- Bcl-B Bim block: -13
- Bim-Bcl-2: -3
- Bim-Bcl-XL: -5
- RGS8-Gao reg: 100
COc1cc(OC)cc(C(=O)NC(=S)Nc2ccc(Cl)c(C(=O)O)c2)c1
- RGS4-Gao reg: 104
- Bfl-1 Bim block: 1
- GSH bead fluor: 16
- ABCB1 block: 0.8
- RGS7-Gao: 106
- ABCG2 inh: 6
- Bcl-W Bim block: 0
- Bcl-B Bim block: -2
- Bim-Bcl-2: -3
- Bim-Bcl-XL: -3
- RGS8-Gao reg: 104

# Additional records
SMILES,RGS4-Gao reg,Bfl-1 Bim block,GSH bead fluor,ABCB1 block,RGS7-Gao,ABCG2 inh,Bcl-W Bim block,Bcl-B Bim block,Bim-Bcl-2,Bim-Bcl-XL,RGS8-Gao reg
Cn1cc(Cl)c(C(=O)NC2CCCC2)n1,100,-6,23,0.3,100,1,1,-5,-5,-1,103
Nc1cc(-c2cccc([N+](=O)[O-])c2)[nH]n1,98,0,11,0.6,99,3,0,-2,-3,-1,102
Cc1cccc(N2CCN(C(=O)C3CCN(S(=O)(=O)N4CCOCC4)CC3)CC2)c1C,97,-1,13,0.3,100,-1,0,-1,0,-3,100
COc1ccc(C(=O)NC2(C(F)(F)F)N=C3SCCN3C2=O)cc1 (stereo not given),102,-1,19,0.5,101,2,0,-1,0,-2,102
Nn1c(COc2ccccc2)nnc1SCC(=O)O,101,-13,32,0.7,102,4,-1,-7,-11,-20,103
O=C(c1ccc(=O)oc1)N1CCN(c2ccc(F)cc2)CC1,95,-6,53,0.2,92,3,0,-1,-3,-1,99
CCOc1ccc(N(C(=O)CNS(=O)(=O)c2ccccc2)C(CC)C(=O)NCc2ccco2)cc1 (stereo not given),98,-5,12,1.5,101,2,0,-3,-2,-1,101
O=C(CCSc1ccccc1)Nc1ccc(OCc2ccccc2)cc1,96,-19,24,0.5,94,18,-3,-10,-11,-9,99
Cc1cc(C)nc(NS(=O)(=O)c2ccc(NC(=O)NC3CCCCC3)cc2)n1,103,-16,25,0.7,101,2,-1,-8,-10,-5,102
COc1ccccc1CC1S/C(=N/N=C/c2ccco2)NC1=O (stereo not given),101,-8,8,-0.5,103,0,-4,-3,0,-4,104
O=C(CSc1nnc2c(Cl)cc(Cl)cn12)N1CCOCC1,104,-9,4,0.4,105,1,-1,-6,-3,-1,102
Cc1ccc(Oc2nnc(-c3ccccc3)cc2C#N)cc1,109,0,17,0.4,101,2,0,0,2,-1,104
CCCCSc1nc2ccccc2[nH]1,109,-9,15,0.4,117,3,-3,-5,-5,-4,106
COc1ccc(C2NC(=S)NC(C)=C2C(=O)Nc2ccccn2)cc1 (stereo not given),102,0,17,0.8,99,2,-2,-16,-2,-3,102
Cc1cc(N)n(-c2nc(-c3cccnc3)nc3ccccc23)n1,108,0,11,1.4,103,10,0,4,-2,-4,106
Cc1ccc(S(=O)(=O)c2cn(CC(=O)Nc3ccccc3)c3ccc(F)cc3c2=O)cc1,86,-3,14,-1.1,96,0,-5,-4,0,-6,92
N#Cc1cc(NCC2CCCO2)c([N+](=O)[O-])cc1C#N (stereo not given),103,0,4,1.0,101,21,-2,-4,0,-5,101
COc1ccccc1C(=O)NNC(=S)Nc1ccccc1,101,-2,14,0.0,101,0,1,-14,1,0,100
CCCCCCc1cc2cc(-c3nnc(-c4ccccc4O)o3)c(=O)oc2cc1O,111,·,26,48*,109,79,·,·,?,·,100
COc1ccc([N+](=O)[O-])cc1NC(=O)C(C)N(C)Cc1ccc(Br)cc1 (stereo not given),101,-17,10,17,95,68,-1,-6,-8,-6,101
O=C(Nc1ccc2oc(=O)ccc2c1)c1ccc(-c2ccc(Cl)cc2)o1,104,0,13,-2.9,99,1,-2,-3,0,-3,101
O=C(Nc1ccc(NC(=O)c2ccccc2)nc1)c1ccncc1,106,-8,21,0.6,107,4,-2,-2,-3,0,105
Cc1cc(F)ccc1S(=O)(=O)N1CCCOC1CNC(=O)C(=O)NCCC1=CCCCC1 (stereo not given),98,-3,8,0.1,99,1,-7,-5,-2,-8,97
CC1(C(=O)O)Oc2cccnc2NC1=O (stereo not given),99,-11,11,0.6,102,2,-2,-8,-4,-4,104
Cc1ccc2cc(C=O)c(Cl)nc2c1,102,-1,23,0.4,102,5,0,-5,-1,-4,102
Oc1ccc(CN2CCCCC2)nc1-c1ccccc1,96,-1,26,0.4,96,2,-4,-5,-2,-2,98
CCOC(=O)C1(Cc2ccc(Cl)cc2)CCN(CCCn2cccn2)CC1,101,-4,13,0.8,104,14,-2,-4,-2,-3,104
Cc1ccc(C2SCC(=O)N2Cc2cn3ccsc3n2)o1 (stereo not given),102,-4,12,0.7,98,2,-4,-3,-3,-6,105
COc1ccc(C(=O)CN2CCN(S(=O)(=O)c3cccc([N+](=O)[O-])c3)CC2)cc1,101,-3,22,1.0,97,3,-5,-7,-5,-8,102
CC(C)(C)NC(=O)CON=C1c2ccccc2-c2ccccc21,94,-4,10,1.5,97,15,-2,-6,-2,-3,103
Cc1ccc(C(=O)Nc2cc(=O)n(C)c(=O)n2C)cc1C,97,-12,26,0.6,100,3,-1,-8,-9,-3,99
COc1ccc(Cl)cc1NC(=O)CN(C(=O)c1ccco1)C1CCCCC1,100,-15,15,0.9,95,8,2,-11,-14,-5,100
c1cc2cn[nH]c2cc1NC1CCCCCC1,99,5,18,0.0,100,0,7,-3,2,0,100
O=C(Cn1cnc2c(cnn2-c2ccccc2)c1=O)c1ccc(Cl)cc1,97,-10,20,0.4,94,1,0,-4,-6,-4,98
COc1ccc(C(=O)/C(=C\c2sccc2C)c2nc3ccccc3o2)cc1,96,-3,23,2.1,100,5,-4,-2,-3,-6,91
COc1ccc(OCc2nc3ccccc3n2C(C)C)cc1,98,-2,21,1.3,94,2,0,-6,0,-1,100
Nc1c(C(=O)C2CC2)sc2nc(-c3cccs3)cc(C(F)(F)F)c12,104,0,24,42*,111,35,-9,-27,-4,-8,102
Cn1c(-c2ccccc2)cnc1SCC(=O)NCc1ccco1,100,-1,15,0.1,99,2,-2,0,-6,1,99
C#CCNC(=O)C1=C[C@@H](c2ccc(Br)cc2)C[C@@H](OCCCCO)O1,84,0,22,0.6,82,1,3,-6,-1,-1,91
CCOC(=O)c1ccc(NC(=S)N2CCN(CCNC3=CC(=O)CC(C)(C)C3)CC2)cc1,101,6,27,-0.3,95,9,-2,0,3,-2,98
CCCOC(=O)C1=C(C)OC23OC(N)=C(C#N)C12C(=O)c1ccccc13 (stereo not given),101,-2,11,0.3,102,0,-4,-4,-4,-6,100
COc1ccc(NC(=O)C2CCN(S(=O)(=O)c3cccc4cccnc34)CC2)cc1,102,-11,24,-2.2,102,4,1,-10,-14,-3,103
CC(C)(C)c1ccc(C(=O)Nc2sc3c(c2C(=O)O)CCC3)cc1,98,4,13,0.0,97,2,0,4,2,0,89
Cc1nc2ccc(NC3=NCCCCC3)cc2s1,102,3,16,0.1,107,0,-3,-11,1,-2,101
COc1ccc(N2CCN(C(=O)CCCSc3nc4ccccc4[nH]3)CC2)cc1,102,-2,15,0.8,102,6,0,-4,-4,-2,100
C/C(=N\NC(=O)c1cc(-c2ccc(C)s2)[nH]n1)c1ccco1,100,-2,9,0.1,98,0,-5,-9,-4,-9,103
